Screens: PubChem BioAssay, National Center for Advancing Translational Sciences (NCATS)
ERG Ets-DNA blk – inhibitors of human ERG Ets domain-DNA interaction | P11308 | fluorescence polarization, His-ERG Ets domain / labelled DNA | Potency, µM (titrated, usually from 76.9 µM), without a hit: at the top dose FP activity, negative = inhibition, most hits filed as inhibitors | 0.028% of 370,000 active; active = well fitted inhibition curve with a large enough effect in the polarisation, with a control signal flat; inconclusive = small, poorly fitted or top-dose-only effect, or effect the other way, or a change in a side signal; inactive = no such curve, though single readings can be large or run the other way; the % refers to the polarisation;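 also: polarization taken with two DNA probes labelled with fluorescein and Texas red; potency is read from the fitted curve at half-maximal effect; % of control where 0% means no effect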
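His-tagged ERG Ets domain (1 uM in the protein solution; 300mM KCl, 50mM Tris-HCl, 1mM EDTA, 1mM DTT, pH 7.5) received compound, then a probe mix of 5 nM fluorescein-DNA and 100nM Texas-615-DNA. Fluorescence polarization was read for both dyes.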
GLS inh – glutaminase GLS (human) inhibition; O94925; GLS enzymatic activity, qHTS titration; Potency, µM (titrated, usually from 45.5 µM), for inactives: at the top dose activity change, negative = inhibition, usual class: inhibitors; 0.21% of 410,000 active; also: potency is read from the fitted curve at half-maximal effect; % is scaled to controls: 0 for no effect and ±100 for the full control effect
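Coupled fluorescence readout: glutamate oxidase/HRP/Amplex Red detect glutamate formed by hKGA from L-glutamine (1 mM solution added). Buffer 45 mM KH2PO4 pH 8.2, 0.02% Tween-20; reads at t0 and 30 min RT.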
BAZ2B block – BAZ2B (human) inhibition | Q9UIF8 | AlphaScreen BAZ2B-H3K14Ac peptide displacement | Potency, µM (highest dose often 114 µM), for the others: top-dose activity change, negative = inhibition, usual class: inhibitors | 4.4% of 360,000 active | AID 504333; also: potency is read from the fitted curve at half-maximal effect; % is scaled to controls: 0 for no effect and ±100 for the full control effect; nearly all actives have a fitted effect of over 60% in size
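AlphaScreen displacement of biotin-H3(5-23)K14Ac peptide (50 nM final) from BAZ2B (50 nM final) in PBS pH 7.4, 0.01% Tween-20; complex preformed 30 min RT, then compounds (top 110 uM) 30 min RT, beads 20 min dark.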
Tb PGK inh – blocks T. brucei phosphoglycerate kinase; 0.043% of 380,000 active; AID 602233; P07378; PGK/GAPDH coupled, Kinase-Glo luminescence, 60 min; Potency, µM (doses to about 57.5 µM), inactives show at the top dose activity change, negative = inhibition, usual class: inhibitors; also: potency is read from the fitted curve at half-maximal effect; % is scaled to controls: 0 for no effect and ±100 for the full control effect; nearly all actives have a fitted effect of over 60% in size
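Luminescent ATP detection (Kinase-Glo Plus) follows a 60-minute room-temperature incubation, with wells lacking PGK as controls. Buffer: 100 mM TEA (pH 7.6), 5 mM MgCl2, 0.01% Tween-20. Coupling enzyme GAPDH (100 nM final) supplies unstable 1,3-BPG in-well.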
G9a block – inhibitors of human histone lysine methyltransferase G9a. Q96KQ7. G9a H3K9 monomethylation, AlphaScreen, 2 h. Potency, µM (highest dose often 102 µM), without a hit: top-dose activity, negative = inhibition, usual class: inhibitors. 8.8% of 350,000 active. AID 504332; also: potency is read from the fitted curve at half-maximal effect; % is scaled to controls: 0 for no effect and ±100 for the full control effect; nearly all actives have a fitted effect of over 75% in size
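Readings reflect AlphaScreen signal from monomethyl-H3K9 antibody detection. HMT at 20 nM; substrate b-H3K9 500 nM; cofactor SAM 20 uM; 2 h RT reaction; compounds tested as titrations in qHTS with 15 min preincubation.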
JMJD2A Tudor – inhibitors of human JMJD2A Tudor domain; AlphaScreen JMJD2A-Tudor / H3K4me3 peptide binding; 4.4% of 390,000 active; Potency, µM (series often up to 114 µM), inactives show at the top dose activity change, negative = inhibition, actives largely listed as inhibitors; AID 504339; also: potency is read from the fitted curve at half-maximal effect; % is scaled to controls: 0 for no effect and ±100 for the full control effect; nearly all actives have a fitted effect of over 50% in size
Target sequence (O75164 whole entry, looked up, the tested form may be a part): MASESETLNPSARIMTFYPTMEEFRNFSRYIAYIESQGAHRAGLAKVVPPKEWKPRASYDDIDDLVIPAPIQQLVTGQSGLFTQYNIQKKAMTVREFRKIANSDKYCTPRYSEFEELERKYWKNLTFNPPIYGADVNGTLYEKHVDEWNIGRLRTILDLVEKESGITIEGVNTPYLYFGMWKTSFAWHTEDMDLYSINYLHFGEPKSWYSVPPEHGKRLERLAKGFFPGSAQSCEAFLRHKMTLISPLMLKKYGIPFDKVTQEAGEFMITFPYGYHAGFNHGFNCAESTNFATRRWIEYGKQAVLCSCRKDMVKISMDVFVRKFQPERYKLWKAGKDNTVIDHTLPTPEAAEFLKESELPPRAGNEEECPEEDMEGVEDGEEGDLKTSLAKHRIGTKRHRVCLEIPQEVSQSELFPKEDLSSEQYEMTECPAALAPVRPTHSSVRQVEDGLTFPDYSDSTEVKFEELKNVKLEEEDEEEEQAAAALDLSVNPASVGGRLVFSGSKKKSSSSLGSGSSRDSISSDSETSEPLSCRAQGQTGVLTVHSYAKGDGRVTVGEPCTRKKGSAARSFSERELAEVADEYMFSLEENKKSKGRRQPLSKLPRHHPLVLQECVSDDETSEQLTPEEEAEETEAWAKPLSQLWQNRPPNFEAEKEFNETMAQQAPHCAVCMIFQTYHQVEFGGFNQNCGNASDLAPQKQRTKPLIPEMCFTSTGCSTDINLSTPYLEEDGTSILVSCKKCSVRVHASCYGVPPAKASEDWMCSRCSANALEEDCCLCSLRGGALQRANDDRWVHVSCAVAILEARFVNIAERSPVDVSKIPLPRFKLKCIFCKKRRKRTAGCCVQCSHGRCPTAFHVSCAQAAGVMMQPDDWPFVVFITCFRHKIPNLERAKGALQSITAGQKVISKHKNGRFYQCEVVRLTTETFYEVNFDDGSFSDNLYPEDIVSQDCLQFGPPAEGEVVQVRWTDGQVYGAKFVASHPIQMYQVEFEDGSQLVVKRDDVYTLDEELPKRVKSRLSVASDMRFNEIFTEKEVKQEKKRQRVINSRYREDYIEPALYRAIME
HP1b chromo inh – HP1-beta chromodomain-methylated histone interaction inhibition; 0.56% of 390,000 active; AlphaScreen HP1-beta / biotin-H3K9me3 peptide binding; Potency, µM (series often up to 114 µM), for the others: at the highest dose activity change, negative = inhibition, hits mostly inhibitors; AID 540317; also: potency is read from the fitted curve at half-maximal effect; nearly all actives have a fitted effect of over 70% in size; inactives centre near 23
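HP1-beta protein (50 nM final) preincubated 30 min at room temperature with biotinylated H3(1-18)K9me3 peptide (50 nM) in PBS pH 7.4, 0.01% Tween-20, then compound added for 30 min. AlphaScreen streptavidin donor/nickel chelate acceptor beads (10 ug/mL final), 30 min dark, luminescence read.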
Pin1 inhibitor – human Pin1 inhibition; Potency, µM (series often up to 115 µM), for inactives: at the highest dose activity, negative = inhibition, hits mostly inhibitors; AID 504891; Pin1 FP peptide displacement, HiFluor488, 10 min; Q13526; 0.009% of 390,000 active; active = well fitted inhibition curve with a large enough effect in the polarisation, with a control signal flat, not every such curve was filed as active; inconclusive = small, poorly fitted or top-dose-only effect, or effect the other way, or a change in a side signal; inactive = no such curve, though single readings can be large or run the other way; the % refers to the polarisation; also: potency is read from the fitted curve at half-maximal effect; % is scaled to controls: 0 for no effect and ±100 for the full control effect
PI4K2A inh – PI4K2A (human) kinase inhibition | Q9BTU6 | purified PI4K2A, ADP-Glo luminescence, 1 h; stronger effect = lower value | 0.13% of 420,000 active | activity change, negative = inhibition, % at 76.9 µM; in the data active = activity change below about -50%; inconclusive = mostly about -30% to -49%;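 also: -100% = wells without enzyme as full effect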
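Compounds are screened against recombinant PI4K2A using PI as substrate and ATP, the latter dispensed at 300 microM. Reactions run one hour at ambient temperature before ADP-Glo detection; full inhibition defined by wells lacking enzyme.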
* hit, by the source's call; i = inactive; ? = inconclusive; . = not tested or not shown; & = joins results of further samples; [ ] = another dose, or the depositor's remark. Unless noted, calls follow the shape of the dose curve; as a rule, active = well fitted curve in the direction sought with a large enough effect; inconclusive = small, poorly fitted or top-dose-only effect, or another doubt; inactive = no such curve, though single readings can be large; an effect the other way counts as inactive or inconclusive.

ERG Ets-DNA blk	GLS inh	BAZ2B block	Tb PGK inh	G9a block	JMJD2A Tudor	canonical_smiles	HP1b chromo inh	Pin1 inhibitor	PI4K2A inh
0%	4%	-8%	-9%	-6%	-18%	CC(=O)c1ccc(N2CCN(C(=O)/C=C/c3ccc(S(=O)(=O)NCc4ccco4)cc3)CC2)cc1	24%	12%	-9
-2%	4%	.	-4%	.	-25%	CCn1cc(C(=O)Nc2ccc(C)cc2[N+](=O)[O-])c(C)n1	20%	-1%	6
.	3%	9%	-1%[11.5 µM]	13%[12.7 µM]	-5%	COc1cccc(-c2cc3nc4c(c(N5CCC6(CC5)OCCO6)n3n2)CCCC4)c1	59%[activator]	38%[activator]	-2
1%	12%	-20%	-4%	-5%	-2%	O=C(CC(C(=O)O)c1c[nH]c2ccccc12)c1ccccc1 (stereo not drawn)	21%	4%	0
58%[activator]	13%	9%	-1%	30%	-6%	O=C1c2cccc3c(N4CCCCC4)ccc(c23)C(=O)N1c1cccc(O)c1	43%[activator]	?	3
1%	0%	-4%	-2%	-7%[59 µM]	-4%	CC(C)(O)c1cc(=O)sc2nc3ccccc3n12	35%	-1%	-3
-1%	-2%	?	10%	50µM*	32µM*	Cc1cccc(Nc2nc(N)c([N+](=O)[O-])c(N3CCC(C)CC3)n2)c1	?	-4%	-1
0%	1%	-1%	5%	-3%[59 µM]	?	CC1=C(C(=O)NC2CCCC(C)C2C)C2(CCCCC2)OC1=O (stereo not drawn)	18%	-2%	2
2%	0%	.	3%	.	-12%	CN1CCN(C(=O)C2=C[C@H](c3ccc(C(F)(F)F)cc3)C[C@H](OCCCCO)O2)CC1	33%	4%	3
-12%	11%	49%[activator]	-3%	-33%	19%	CC(C)Cc1cc(C(=O)Nc2sc3c(c2C#N)CCCC3)no1	31%	-6%	-5
5%	-2%	-16%	-8%	19%	-7%	COc1ccc(OC)c(C2NC(=O)CCC2[N+](=O)[O-])c1 (stereo not drawn)	32%	-10%	0
-12%	14%	10%	-10%	.	?	CSc1nnc2c3ccccc3c3ccccc3c2n1	?	-9%	-5
0%	-3%	-26%	5%	32µM*	-7%	O=C(CS(=O)(=O)c1ccccc1)Nc1nnc(Cc2ccccc2)s1	-13%	4%	5
2%	-12%	47%[activator]	-13%	1%[12.7 µM]	-23%	Cc1ccc(NC(=O)CSCC(=O)Nc2ccc(N3CCOCC3)c(Cl)c2)cc1	13%	1%	-14
8%	3%	-5%	i	.	-4%	C/C(=N\NC(=O)Cc1ccccc1)c1ccc(Cl)s1	34%	-5%	2
-2%	-3%	-1%	-6%	-9%	-24%	COc1ccc([N+](=O)[O-])c(OC)c1C(=O)NC(=O)Nc1c(C)cccc1C	13%	-1%	5
3%	13%	-11%	-5%	-9%[12.7 µM]	-32%	Cc1ccc(CN2CCNC(=O)C2CC(=O)N(C)C2CCCCC2)o1 (stereo not drawn)	5%	-10%	6
-2%	23%	-17%	0%	-47%[59 µM]	-30%	CCOC(=O)C1CCCN(c2c(NCCN(CC)c3ccccc3)c(=O)c2=O)C1 (stereo not drawn)	19%	2%	3
12%	19%	-7%	i	15%	-19%	Cc1ccccc1NCc1nnc2n1CCCCC2	17%	-5%	2
-14%	0%	-15%	-8%	?	2%	CCCCCC(=O)NC(=S)Nc1ccccc1C(=O)OC	9%	6%	1
-5%	-1%	-34%[57.1 µM]	-6%	63%[activator][59 µM]	-15%	CCC(CC)c1nnc(NC(=O)Oc2ccccc2)s1	58%[activator]	-5%	8
-6%	3%	4%	-10%	.	-13%	O=C(CN1C(=O)c2ccccc2C1=O)Nc1cccc(O)c1	41%[activator]	-3%	-1
0%	4%	-6%	7%	-38%	4%	CCC(=O)N1CCNC(=O)C1CC(=O)Nc1ccc(C)c(Cl)c1 (stereo not drawn)	41%	-3%	-5
-6%	-4%	?	-6%	25%[59 µM]	-26%	CCOc1ccc(NC(=O)CSC2=NN3CCCC(=O)N=C3S2)cc1	39%	-6%	0
-12%	2%	?	-3%	4%[0.501 µM]	-6%	COc1ccc(C2/C(=C(/O)c3ccc(C)cc3)C(=O)C(=O)N2CCCN2CCOCC2)cc1 (stereo not drawn)	21%	4%	-3
1%	-3%	-3%	-1%	-29%	-15%	Cc1cc(C)n(-c2ccc(C(=O)Nc3ccccc3N3CCOCC3)cc2)n1	20%	-3%	-1
-10%	-12%	10%	-7%	.	-5%	O=S(=O)(c1ccc(OC(F)(F)F)cc1)N1CCCC(N2CCOCC2)C1 (stereo not drawn)	45%[activator]	-9%	3
-3%	-2%	6%	-1%	-6%	-10%	Cc1cc(C)c(C(=O)/C=C/c2ccc(C(C)C)cc2)c(=O)[nH]1	24%	0%	11
-1%	1%	-3%	i	-35%	-2%	O=C(O)C(NS(=O)(=O)c1ccc(F)cc1)c1ccccc1 (stereo not drawn)	21%	-1%	-1
26%	-1%	-2%	-2%	2%[12.7 µM]	-33%	O=C(OCCN1CCCCC1)c1ccccc1F	27%	3%	-2
4%	-13%	-3%	5%	19%[2.33 µM]	-3%	CNC(=S)NNC(=O)c1cccn(Cc2cccc(C(F)(F)F)c2)c1=O	37%	-2%	3
2%	-2%	-4%	-2%	6%[12.7 µM]	-5%	O=C(NCc1cccnc1)C1CCN(C(=O)c2ccc(Cl)cc2Cl)CC1	38%[activator]	0%	2
4%	-4%	?	i	?	-14%	O=C(Nc1ccc(S(=O)(=O)N2CCOCC2)cc1)c1cc([N+](=O)[O-])ccc1Cl	29%	0%	-3
-15%	4%	11%	-2%	-6%[59 µM]	-14%	O=C(N/N=C/c1ccc(F)c(F)c1)c1cc2c(s1)-c1ccccc1CC2	11%	4%	1
-9%	-1%	0%	-7%	1%[0.501 µM]	-6%	O=C(Nc1ccccc1Br)c1ccc(N2CCCC2=O)cc1	22%	2%	-7
-2%	-7%	-16%	-3%	1%	-5%	CCC(=O)c1ccc(N2CCN(C(=O)c3ccc(F)cc3)CC2)c(F)c1	44%[activator]	-7%	-1
-2%	2%	6%	5%	-37%[59 µM]	-14%	CCc1ccc(N2CC(C(=O)Nc3ccccc3F)CC2=O)cc1 (stereo not drawn)	27%	3%	6
-5%	-14%	-18%	-8%	5%	-26%	CCOc1ccc(-n2nnc3c(=O)n(CC(=O)NCc4ccco4)cnc32)cc1	-11%	41%[activator]	6
9%	5%	29%	-3%	32%[59 µM]	-17%	CCNC(=O)CC1SC(=Nc2cccc(Cl)c2C)N(C)C1=O (stereo not drawn)	28%	8%	1
-3%	4%	5%	-4%	21%	-17%	Cc1ccc2cc(CN(C(=O)C3CCCO3)C3CCCCC3)c(=O)[nH]c2c1 (stereo not drawn)	7%	0%	4
-5%&-1%	-5%&1%	-30%&-2%	-12%&-1%	4%[59 µM]	-16%&-8%	Cc1ccccc1NC(=O)c1cn(-c2ccccc2)nc1-c1ccccc1	54%&9%[activator]	-5%&0%	-2&-11
11%	-12%	3%	i	14%	8%	COc1cc(NC(=O)CCN2CCN(C)CC2)cc(OC)c1	43%[activator]	-4%	1
-1%	0%	1%	-7%	-11%	-14%	COc1ccccc1N(CC(=O)NC1CCCC1)S(=O)(=O)c1ccc(C)cc1	-19%	-1%	2
8%	23%	1%	i	1%	-7%	CC(C)C(C)NC(=O)Cn1cnc2c(oc3ccccc32)c1=O (stereo not drawn)	6%	-7%	1
4%	4%	2%	-5%	-19%[59 µM]	-27%	CNC(=O)/C(=C\C=C\c1ccccc1)NC(=O)c1ccc([N+](=O)[O-])cc1	13%	20%	2
15%	3%	-1%	-9%	-7%[59 µM]	-18%	O=C(Nc1nc(-c2ccccc2)c(-c2ccccc2)s1)c1ccc(S(=O)(=O)N2CCCCC2)cc1	15%	-4%	1
-4%	-2%	9%	i	7%	-28%	CCOc1ccc(N(CC(=O)Nc2nccs2)S(=O)(=O)c2c(C)noc2C)cc1	36%	-2%	-8
2%	18%	.	-9%	.	-15%	CC(Sc1nnc2ccccn12)C(=O)Nc1ccc(N2CCOCC2)cc1 (stereo not drawn)	9%[57 µM]	3%	3
7%	26%	7%	-5%	-15%[2.33 µM]	-1%	Cc1ccsc1CNCc1cc(Cl)ccc1O	42%[activator]	-6%	-2
4%	-1%	.	-9%	.	34%	CCCCCCCCN1[C@@H](CC(=O)OC)c2cc(C(F)(F)F)ccc2S1(=O)=O	123%[activator]	2%	-2
-6%	1%	-9%[57.1 µM]	11%	.	-8%	CC(C)(C)C1CCC(=O)N(CCOc2ccccc2)CC1 (stereo not drawn)	44%[activator]	2%	0
-1%	20%	15%	0%	-34%[59 µM]	7%	Oc1sc(C=Nc2ccccc2)c2ccccc12	20%	?	0
2%	12%	-7%	-7%	7%[12.7 µM]	?	COc1cccc(C(=O)NC2CCN(CC(=O)Nc3nccs3)CC2)c1	0%	0%	3
3%	-12%	-23%	-7%	?	-23%	O=C(CSc1ccc(-c2ccco2)nn1)Nc1ccc(F)cc1F	17%	-2%	-5
-6%	8%	-10%	3%	?	-21%	CC(C)c1cc(C(=O)NNC(=S)NC2CCCCC2)cs1	31%	-8%	-3
0%	0%	1%	-2%	-1%	-15%	CCOCCCNC(=O)c1cc2cc3cc(OC)ccc3nc2o1	21%	5%	-1
